Source: PubChem BioAssay
LRH-1 inv ag = suppresses constitutive activity of human LRH-1. O00482. HEK293T StAR-luciferase reporter, LRH-1 transfected, 24 h. inhibition, % at 3.6 µM. hit rate 0.13% among 360,000. AID 602396;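 active = inhibition above the mean inhibition of all tested compounds plus 3 SD, cut at about 73% in these data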;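 note: 0% = DMSO wells and 100% = reporter-only cells lacking LRH-1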
NOD2-RIPK2 inh = inhibitors of human NOD2-RIPK2 interaction; O43353; CHO BLA complementation NOD2-RIPK2, CCF4 ratio; inhibition, % at 4.98 µM; hit rate 0.38% among 360,000; in the data active = inhibition above about 21%;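 note: 0% = vehicle only and 100% = reference blocker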
SRC1 inh = inhibits human SRC1 coactivator. Q15788. HEK293 GAL4-SRC1 luciferase reporter, luminescence. inhibition, % at 3.6 µM. hit rate 0.12% among 360,000;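 active = inhibition above the campaign mean plus 3 SD, with each screening campaign given its own cutoff, cut at about 60% in these data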;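 note: 0% = DMSO treated cells and 100% = gossypol at 36 µM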
TROY NFkB inh = TROY signaling inhibition; Q293 LMP1-TROYcd NF-kB luciferase reporter, 4 h; inhibition, % at 10 µM; hit rate 0.98% among 360,000; AID 1347056;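 active = compounds whose plate-normalised and pattern-corrected inhibition of the luciferase reporter signal at the single screening dose is 50% or more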
NR2F2 inh = NR2F2 (human) inhibition, primary screen; inhibition, % at 8.6 µM; hit rate 0.7% among 370,000; AID 686940; HEK293T NGFI-A luciferase reporter, luminescence;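 active = inhibition above a per-plate cutoff, mean inhibition of test wells between control levels plus 3 SD, cut at about 38% in these data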;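 note: cells cotransfected with COUP-TFII expression vector driving the NGFI-A reporter; 0% = median of COUP-TF2 test wells and 100% = reporter-only cells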
SRC2 inh = inhibits human steroid receptor coactivator 2. HEK293 GAL4-SRC2 luciferase reporter, luminescence. Q15596. hit rate 0.17% among 370,000. inhibition, % at 9 µM;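 active = inhibition above the mean inhibition of all tested compounds plus 3 SD, set per campaign, cut at about 52% in these data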;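 note: 0% = DMSO treated cells and 100% = cells given Gossypol at 36 µM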
TRAIL sens C8 = caspase-8 TRAIL sensitization; NB7+C8 cells + TRAIL, ATPlite viability luminescence; hit rate 1% among 360,000; inhibition (viability loss, TRAIL sensitization), % at 10 µM; AID 624354;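 active = compounds causing at least 50% loss of cell viability in the single-dose screen, relative to plate controls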
TLR9-MyD88 inh = blocks human TLR9 binding to MyD88; Q9NR96+Q99836; CHO BLA complementation TLR9-MyD88, CCF4 FRET ratio; inhibition, % at 4.98 µM; hit rate 0.21% among 340,000; AID 504734;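 active = inhibition above the mean over all tested compounds plus 3 SD, cut at about 21% in these data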;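 note: 0% = DMSO only wells and 100% = clavulanate BLA inhibitor control wells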
Target sequence (Q99836 whole entry, looked up): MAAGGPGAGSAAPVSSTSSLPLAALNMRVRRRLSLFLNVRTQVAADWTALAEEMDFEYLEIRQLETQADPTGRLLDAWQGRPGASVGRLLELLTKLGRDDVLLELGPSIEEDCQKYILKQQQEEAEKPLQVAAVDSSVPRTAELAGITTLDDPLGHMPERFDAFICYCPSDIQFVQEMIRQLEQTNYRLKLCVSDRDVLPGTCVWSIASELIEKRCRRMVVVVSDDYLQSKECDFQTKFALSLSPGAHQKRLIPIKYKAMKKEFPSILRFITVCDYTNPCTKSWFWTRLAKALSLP
Target sequence (Q9NR96 whole entry, looked up): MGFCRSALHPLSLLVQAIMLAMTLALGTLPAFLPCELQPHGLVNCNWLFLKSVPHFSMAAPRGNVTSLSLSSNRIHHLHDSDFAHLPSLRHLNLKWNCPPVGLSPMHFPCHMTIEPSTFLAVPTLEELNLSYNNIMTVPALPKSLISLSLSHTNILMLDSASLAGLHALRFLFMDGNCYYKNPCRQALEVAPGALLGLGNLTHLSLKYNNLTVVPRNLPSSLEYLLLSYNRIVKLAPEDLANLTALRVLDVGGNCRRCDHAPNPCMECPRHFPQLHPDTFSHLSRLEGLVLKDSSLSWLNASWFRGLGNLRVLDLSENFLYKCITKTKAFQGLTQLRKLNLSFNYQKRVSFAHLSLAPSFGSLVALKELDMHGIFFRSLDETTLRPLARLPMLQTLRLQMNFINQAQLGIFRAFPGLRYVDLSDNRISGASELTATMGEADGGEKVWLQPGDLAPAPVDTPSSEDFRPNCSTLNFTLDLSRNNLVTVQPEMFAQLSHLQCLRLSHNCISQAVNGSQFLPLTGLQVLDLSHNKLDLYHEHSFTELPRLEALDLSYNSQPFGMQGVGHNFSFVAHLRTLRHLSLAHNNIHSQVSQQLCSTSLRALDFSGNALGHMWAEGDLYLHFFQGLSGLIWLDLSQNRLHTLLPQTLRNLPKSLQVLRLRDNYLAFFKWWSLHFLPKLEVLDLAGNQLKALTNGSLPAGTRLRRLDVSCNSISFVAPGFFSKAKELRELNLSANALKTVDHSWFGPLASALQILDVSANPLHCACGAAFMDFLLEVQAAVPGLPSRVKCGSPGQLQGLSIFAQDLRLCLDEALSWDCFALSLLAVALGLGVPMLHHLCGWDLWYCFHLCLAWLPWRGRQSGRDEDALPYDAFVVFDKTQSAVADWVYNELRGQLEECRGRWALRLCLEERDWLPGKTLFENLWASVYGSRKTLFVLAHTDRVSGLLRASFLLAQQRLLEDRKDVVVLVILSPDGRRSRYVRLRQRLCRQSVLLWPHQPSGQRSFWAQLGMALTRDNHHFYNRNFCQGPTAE
NCOA3 inh = inhibitors of human steroid receptor coactivator 3 (SRC3); Q9Y6Q9; HEK293 GAL4-SRC3 luciferase reporter, luminescence; hit rate 0.17% among 360,000; AID 588352; inhibition, % at 3.6 µM;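 active = inhibition above a per-campaign cutoff, the mean of all compounds plus 3 SD, cut at about 60% in these data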;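 note: 0% = DMSO-treated cells and 100% = gossypol-treated cells at 36 µM; higher means less SRC3-driven luciferase light from the GAL4 reporter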
EBV LMP1 NFkB = Epstein-Barr LMP1 NF-kappaB reporter inhibition; AID 504558; inhibition, % at 12.5 µM; LMP1-induced NF-kappaB luciferase reporter cells, luminescence; hit rate 0.69% among 350,000; in the data active = inhibition above about 41%;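 note: 0% = neutral control wells and 100% = reference inhibitor control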
TWEAK-Fn14 inh = blocks TWEAK-Fn14 interaction in a reporter cell assay; TWEAK-stimulated Fn14 reporter cells, luciferase luminescence, 8 h; inhibition, % at 10 µM; hit rate 2% among 360,000; AID 1159606; in the data active = inhibition above about 50%
* marks the source's active call; other numbers are inactive results; / = no result given.

SMILES	LRH-1 inv ag	NOD2-RIPK2 inh	SRC1 inh	TROY NFkB inh	NR2F2 inh	SRC2 inh	TRAIL sens C8	TLR9-MyD88 inh	NCOA3 inh	EBV LMP1 NFkB	TWEAK-Fn14 inh
Cc1ccc(CNC(=O)C2CCN(S(=O)(=O)c3ccc4c(c3)OCCCO4)CC2)cc1	4	0	13	18	0	17	-2	-4	7	-8	11
Cc1ccccc1-c1nc2cc(Cl)ccc2c(=O)o1	5	-2	2	14	12	-1	0	-1	-7	1	33
COc1ccc(N2CCN(S(=O)(=O)c3cc4c(cc3C)N(C(C)=O)CCO4)CC2)cc1	5	-11	-1	0	-21	1	-10	0	-6	-7	5
Cn1c(CNC(=O)OC(C)(C)C)n[nH]c1=S	1	6	-14	13	0	4	-3	-2	23	-1	16
COCCN(C(=S)Nc1ccc(OC)c(Cl)c1)C1CCN(C(C)=O)CC1	4	-10	-4	-15	-6	-11	13	-6	6	4	-26
COc1ccc(C)cc1NC(=O)N1CCC(CO)(CC2CCCCO2)CC1 (stereo unspecified)	-1	-12	15	7	0	6	-3	3	18	10	-4
CC(C)CNC(=S)N(CCCO)Cc1cc2cc3c(cc2[nH]c1=O)OCCO3	-13	13	-5	11	-5	-27	5	-5	-7	5	12
Cc1cccc(NC(=O)c2cc3c(n(-c4ccccc4)c2=O)CCCC3=O)n1	-5	8	10	9	10	-3	-7	-2	9	1	-8
CCOC(=O)[C@]12CCC=C1N(CCC1=CCCCC1)C(=O)[C@H](CC(=O)NCc1ccc(OC)c(OC)c1)C2	-19	-12	/	-32	9	-3	0	/	/	/	-3
CCOC(=O)CN(C#N)c1nc(N(C)C)nc(N(C)C)n1	17	-13	6	-19	-4	-2	-15	5	8	-2	-5
O=C(Cc1cccc2ccccc12)Nc1nc2ccccc2[nH]1	-5	8	-23	-3	17	16	14	-6	16	9	21
CCn1c(=O)c2ccccc2n(CC(=O)N2CCCc3ccccc32)c1=O	-3	2	-7	-7	10	4	-1	-4	-3	7	-3
Cc1c(C)c2c(OCC(=O)NCCCO)cc3c(c2oc1=O)CCC(C)(C)O3	0	-7	-50	-5	-2	3	14	-9	-15	1	-24
C1=Nc2c(Nc3ccccc3)ncnc2Oc2ccccc21	-61	4	-14	-47	-16	-20	-11	3	-13	-4	-9
CSC1=C(C#N)C(C)C2=C(CC(C)(C)CC2=O)N1 (stereo unspecified)	4	-5	14	5	14	-12	-16	2	-11	9	0
Cc1cc(C)c(NC(=S)N2CCC(N(C)CC3CCCO3)CC2)c(C)c1 (stereo unspecified)	-1	3	3	15	6	8	8	-5	9	-8	7
CC1CC(=O)Nc2ccccc2N1C(=O)Cn1cnc2ccccc2c1=O (stereo unspecified)	18	7	0	8	-2	4	34	-11	-7	-2	0
COc1ccccc1C1CCN(Cc2ccc(C)cc2)CC1	2	3	-11	4	-15	-48	0	-4	18	-9	-4
Cc1cccn2c(=O)nc(SCC(=O)N3CC(C)OC(C)C3)nc12 (stereo unspecified)	15	-5	-15	-2	-7	1	12	-1	4	8	4
COc1ccc2nc(N3CCN(C(=O)c4ccc5ncsc5c4)CC3)sc2c1	-7	-13	41	13	14	-13	14	-11	-25	24	10
CCCNC(=O)C1CN(S(=O)(=O)c2ccccc2)CCN1S(=O)(=O)c1ccccc1 (stereo unspecified)	12	-18	-3	3	-5	-4	0	9	5	-3	9
COc1ccc(S(=O)(=O)N(C)c2nc3ccccc3n3c(CC(C)C)nnc23)cc1	0	-6	-1	-2	-3	2	2	-7	10	8	-8
Cc1cccc2nc(-c3cccc(NC(=O)Cc4ccccc4)c3)cn12	-24	2	-2	-42	-15	-34	11	6	-6	0	-29
CCC(=O)N1COC[C@@H]1Cc1ccccc1	-6	-1	7	2	-10	-6	7	-1	8	-1	-12
O=C(c1cccc(COc2cccc3ccccc23)c1)N1CCCC1	-136	-2	-96	-9	-18	-63	16	6	-170	10	-80
CCCc1ccc(OC(=O)c2ccc(O)cc2Cl)cc1	-155	5	-141	58*	-32	-31	16	0	-72	-41	40
C[C@@H]1CN([C@@H](C)CO)C(=O)c2cc(Br)cnc2O[C@H]1CN(C)C(=O)Cc1ccccn1	-20	-3	-15	1	-1	6	13	-2	4	-7	-6
C=C(C)CNC(=S)NNC(=O)CCn1c2ccc(Cl)cc2c2cc(Cl)ccc21	-8	-4	18	1	-4	7	11	-14	5	-4	21
C=CCNC(=O)C(=O)NCC(c1ccc2c(c1)OCO2)N1CCOCC1 (stereo unspecified)	15	-1	-1	-6	12	-17	-12	0	11	2	-5
O=C(CN(C(=O)CNC(=O)c1ccco1)c1ccccc1F)NC1CCCCC1	-16	-2	-16	-21	-6	-7	-9	-11	11	-1	14
O=C1CCCc2c1nn(-c1ccccc1)[n+]2[O-]	7	6	-5	-6	8	-18	-4	1	7	-11	-1
CC(=O)NC(=S)Nc1ccccc1N1CCN(C(=O)c2ccccc2)CC1	-1	2	-15	-15	-4	5	-2	5	-7	1	-12
Cc1ccc(SCCC(=O)Nc2cccnc2)cc1	-5	-5	-5	-20	2	16	8	/	3	-4	-20
CCOC(=O)c1ccc(NC(=O)C2CCCO2)cc1 (stereo unspecified)	-63	-7	-77	-31	-16	-31	27	-15	-88	-4	-10
CC(=O)c1cc2c(cc1NC(=O)c1c(-c3ccccc3)noc1C)OCO2	-15	-6	-5	-3	-6	-18	4	-7	24	-23	-15
S=c1[nH]nc(COc2ccccc2)n1/N=C/c1ccc(Br)cc1	6	7	-6	-1	16	-12	-2	-8	-2	4	-1
Cc1ccc(-n2c(SCC(=O)NCC3CCCO3)nc3n[nH]c(C)c3c2=N)cc1Cl (stereo unspecified)	0	-10	0	1	-9	-2	5	1	11	10	17
C[C@@H]1CN([C@H](C)CO)C(=O)CCCn2nncc2CO[C@H]1CN(C)Cc1cccnc1	-11	1	-5	3	-1	2	2	-5	-7	1	3
Cc1ccc(S(=O)(=O)NN2C(=O)c3ccccc3NC2c2cccc(O)c2)cc1 (stereo unspecified)	4	-2	-2	1	-1	-15	25	/	-1	-5	2
Cc1ccc(OCCC(=O)OCC(=O)N2CCN(S(=O)(=O)c3ccc(C)cc3C)CC2)cc1	-8	5	-12	7	-6	5	-5	2	-60	7	-4
Cc1nnc(C)c2c(C)n(-c3ccc4ncccc4c3)c(C)c12	-5	-5	-4	52*	1	-19	2	0	8	-1	1
COc1cc(-c2cc(C(=O)Nc3ccccc3N3CCOCC3)c3ccccc3n2)cc(OC)c1OC	6	4	-26	23	-7	-4	-9	-5	13	19	25
COc1ccc(C=NNC(=S)Nc2ccc(F)cc2)cc1OC	-17	-10	-24	78*	-19	-1	21	-10	-13	19	46
Nc1ncnc(Sc2ccccc2)c1[N+](=O)[O-]	20	2	-1	22	2	27	0	6	18	24	57*
COc1cc(S(=O)(=O)Nc2ccc3c(c2)C(=O)N(C)C3=O)ccc1NC(C)=O	-10	-5	-14	-2	-4	-19	-15	13	-3	-13	13
Cc1ccc(-c2cc(-c3nnc(SCC(=O)NCC(C)C)n3N)c3ccccc3n2)cc1	-24	9	-8	-10	-3	-9	-5	3	-20	20	-8
CCOC(=O)c1ccn(CSc2c(F)c(F)cc(F)c2F)n1	-7	-3	-19	-15	9	-19	-2	-1	8	3	4
O=C(NCc1ccc2c(c1)OCO2)Nc1cccc(Cl)c1	-64	2	-68	-42	-31	-15	-2	-4	-76	-15	-42
CC1(C(=O)Nc2cccnc2)Cc2c(-c3cccc(C(F)(F)F)c3)ccnc2O1 (stereo unspecified)	-7	9	10	1	7	-28	-7	/	-22	/	1
COc1cccc(CN(C(=O)c2cccs2)C2CCS(=O)(=O)C2)c1 (stereo unspecified)	-3	-14	8	0	15	-2	-11	-21	3	0	-1
Cc1ccc(-c2[nH]ncc2C(=O)c2cccc(F)c2)c(O)c1	-24	-20	-17	-10	8	15	9	1	-17	4	4
CN(CC(=O)Nc1ccc(N2CCOCC2)cc1)CC(=O)Nc1ccccc1C#N	3	-7	-10	8	14	-27	-5	-6	2	-7	-7
CCOC(=O)C1=C(COC(=O)c2nc(Cl)ccc2Cl)NC(=O)NC1C (stereo unspecified)	-8	-10	7	-6	10	-10	-8	2	-9	5	-7
COc1ccc2nc(SCC(=O)Nc3cc(C)on3)c(C#N)cc2c1	-26	-3	-15	-17	5	-14	10	-7	-15	-20	6
Brc1ccc(C2=Nc3cccc4cccc(c34)N2)o1	12	-16	5	-6	14	22	-21	-4	-11	-2	-8
O=[N+]([O-])c1cccc(Oc2cnccn2)c1	5	10	-4	6	-13	-13	12	-3	1	-8	15
CCOc1ccc(CCNC(=O)c2cc3sccc3n2C)cc1OCC	25	5	-1	5	32	6	-10	4	23	-4	-4
O=C(Cc1ccccc1)NCC(=O)OCC(=O)c1ccc([N+](=O)[O-])cc1	9	-9	-3	16	-10	-7	-3	4	5	-9	-3
CCOc1cc(N2CCOCC2)c(OCC)cc1NC(=O)c1ccccc1C	7	-6	5	4	0	-6	-5	-1	-1	5	-21
COc1ccc2cc(C(=O)NCc3ccccc3CN3CCCC3)ccc2c1	-16	-3	-26	-5	-13	-7	12	-4	11	4	-10

(cont.)
SMILES	LRH-1 inv ag	NOD2-RIPK2 inh	SRC1 inh	TROY NFkB inh	NR2F2 inh	SRC2 inh	TRAIL sens C8	TLR9-MyD88 inh	NCOA3 inh	EBV LMP1 NFkB	TWEAK-Fn14 inh
COc1ccccc1NC(=O)COc1ccc(/C=N/n2cnnc2)cc1OC	18	-1	-6	-13	-18	-17	14	-3	22	5	-42
Cn1c(=O)[nH]c2cc3ccccc3cc21	-20	-1	-1	9	-31	-34	12	-3	1	14	7
COC(=O)CCCNC(=O)OCc1ccc([N+](=O)[O-])cc1	19	6	-1	1	-7	3	2	-3	17	-2	-24
CCc1nnc(NC(=O)c2ccc(S(=O)(=O)N(CCOC)CCOC)cc2)o1	-17	-10	-13	4	15	-25	-5	4	0	5	-12
CCc1ccc(NS(=O)(=O)c2c(C)nc3sc(CC)nn3c2=O)cc1	30	-3	4	7	13	5	-4	7	3	-3	17
COC(=O)CN(c1ccc2c(c1)OCO2)S(C)(=O)=O	-10	-11	1	-4	-1	7	-15	-1	11	0	34
CCn1c(SCC(=O)Nc2nc(C)c(C)s2)nc2cccnc21	0	-2	-15	-15	2	2	-5	7	-11	25	-19
O=S1(=O)CCC(NC(=S)N2CCCCC2)C1 (stereo unspecified)	3	1	4	-16	1	12	3	-2	3	2	18
CCOc1ccc(NC2=C(Cl)C(=O)N(Cc3ccccc3)C2=O)cc1	8	4	-12	16	1	28	6	5	5	5	5
O=C1CCc2cc(S(=O)(=O)NCc3ccc(F)cc3)cc3c2N1CC3	7	-7	6	8	-14	24	-1	-3	-2	2	3

This is a subset; rates above refer to the full screens.
